# High-throughput results: PubChem, The Scripps Research Institute Molecular Screening Center
# TCR CD3 inh – human TCR-CD3 binding inhibition. TAMRA-labeled TCR probe fluorescence, biochemical. inhibition, % at 9.4 µM. 0.37% of 360,000 active; in the data active means inhibition above about 19%;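 further: recombinant mutant TCR 2C K166C tagged with TAMRA read by polarization; 0% = receptor in buffer alone and 100% = receptor with positive control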
# UHRF1 MBD2 ctr – human UHRF1 methylated DNA binding inhibitors. UHRF1 binding to methylated oligo, TR-FRET. inhibition, % at 4.4 µM. 0.75% of 370,000 active. AID 687016; in the data active means inhibition above about 21%;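 further: UHRF1 SRA domain binding a hemimethylated CpG hairpin DNA probe; 0% = median of test compound wells and 100% = reference inhibitor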
# SIAE inh – human SIAE inhibition, primary screen | Q9HAT2 | SIAE FP-Rh probe binding, fluorescence polarization | inhibition, % at 9.66 µM | 0.69% of 370,000 active;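 active means inhibition above a cutoff: mean of compounds within the control limits plus 3 SD of those, cut at about 17% in these data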;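 further: 0% = plate median of compound wells and 100% = probe without SIAE protein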
# ABHD4 inh – inhibitors of mouse ABHD4. Q8VD66. purified mABHD4, FP-Rh probe fluorescence polarization. inhibition, % at 8.92 µM. 0.54% of 370,000 active;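 active means inhibition exceeding the mean over every tested compound plus 3 SD, cut at about 30% in these data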;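 further: 0% = plate median of compound wells and 100% = S159A mutant with DMSO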
# Target sequence (Q8VD66 whole entry, looked up): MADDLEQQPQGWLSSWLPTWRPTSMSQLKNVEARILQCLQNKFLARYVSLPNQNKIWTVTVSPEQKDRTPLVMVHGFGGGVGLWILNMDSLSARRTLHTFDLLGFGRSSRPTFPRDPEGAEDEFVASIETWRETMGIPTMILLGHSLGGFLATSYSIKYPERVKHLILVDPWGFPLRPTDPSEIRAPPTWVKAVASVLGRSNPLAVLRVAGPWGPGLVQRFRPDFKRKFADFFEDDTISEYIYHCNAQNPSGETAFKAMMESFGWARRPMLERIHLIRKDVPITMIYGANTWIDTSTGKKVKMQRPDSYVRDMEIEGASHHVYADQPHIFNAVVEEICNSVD
#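 assay system = mABHD4 protein | compound dosing = single nominal dose of 8.92 µM, 0.89% DMSO final | read-out basis = percent inhibition of probe binding, normalized to plate controls | schedule = Enzyme–compound pre-incubation 45 min, then probe 60 min, both 25 °C | detection = fluorescence polarization, excitation 525 nm, emission 598 nm, BODIPY TMR filters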
# PRMT1 inh – blocks human protein arginine methyltransferase 1; inhibition, % at 2.79 µM; Q99873; 1.3% of 370,000 active; AID 652257; recombinant PRMT1, activity-based probe fluorescence polarization;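 active means inhibition above about 21% made by adding two undisclosed values, limit read from the data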
# TDP2 absorb – TDP2 (human) inhibition, absorbance primary screen; O95551; 0.34% of 370,000 active; inhibition, % at 12.8 µM; recombinant TDP2, T5PNP hydrolysis, p-nitrophenol absorbance 415 nm;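 active means inhibition above the mean of all tested compounds plus 3 SD, set per campaign, cut at about 25% in these data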;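 further: 0% = DMSO with enzyme and 100% = buffer with substrate but no TDP2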
#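 Material: recombinant human TDP2; quantity: TDP2 enzyme at 120 nM final; medium: Tris-HCl pH 7.5 with MgCl2; compound: single concentration, 12.8 µM nominal, with 1% DMSO; incubation: 2 h enzyme incubation at 37 °C; signal: epi absorbance; measure: percent inhibition; benchmarks: high control without enzyme, low control DMSO plus TDP2; repeats: singlicate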
# PG9 Ab binder – small molecules binding HIV-1 gp120 antibody PG9; TR-FRET gp120-PG9 antibody binding; inhibition, % at 6.7 µM; 0.43% of 360,000 active; AID 624416; in the data active means inhibition above about 8.5%
# Tn7 DDE FP – disrupts Tn7 cyclic peptide binding to fibrin D-Dimer-E complex; FP displacement of FITC-Tn7 peptide from fibrin DD(E); 0% = median of compound wells per plate; AID 720508; P02675; inhibition, % at 8.3 µM; 0.13% of 370,000 active;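 active means inhibition above the mean of compounds falling within the control limits plus 3 SD of them, cut at about 14% in these data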;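 further: 0% = plate median of compound wells and 100% = 10 µM Aha-Tn7 peptide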
# Target sequence (P02675 whole entry, looked up): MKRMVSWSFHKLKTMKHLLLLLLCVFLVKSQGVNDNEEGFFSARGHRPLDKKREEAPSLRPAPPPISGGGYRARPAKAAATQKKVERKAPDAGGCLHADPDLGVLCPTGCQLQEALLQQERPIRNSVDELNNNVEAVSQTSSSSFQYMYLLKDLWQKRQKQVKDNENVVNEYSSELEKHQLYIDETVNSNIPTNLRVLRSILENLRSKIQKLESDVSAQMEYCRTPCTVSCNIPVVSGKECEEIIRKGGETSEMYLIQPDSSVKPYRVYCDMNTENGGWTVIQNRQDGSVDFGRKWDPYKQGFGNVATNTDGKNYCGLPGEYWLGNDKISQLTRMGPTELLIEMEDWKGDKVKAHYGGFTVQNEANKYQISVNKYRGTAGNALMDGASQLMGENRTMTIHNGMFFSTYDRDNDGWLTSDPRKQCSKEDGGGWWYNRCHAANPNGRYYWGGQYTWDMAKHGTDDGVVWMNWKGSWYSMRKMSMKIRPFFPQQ
#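 Assay system: Human clot-derived fibrin DD(E) complex | Buffer or medium: Tris/NaCl/CaCl2 buffer, pH 7.8 | Repeats: One replicate per compound | Benchmarks: Aha-Tn7 high control | Measure: % inhibition scaled between sample-field median and high-control FP | Schedule: 10 min plus 3 h, room temperature | Signal: Fluorescence polarization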
# HTRA1 inhibitor – inhibitors of human serine peptidase HTRA1 | Q92743 | recombinant HTRA1, FP-rhodamine activity-based probe, fluorescence polarization | inhibition, % at 5.96 µM | 0.5% of 340,000 active | AID 504803; in the data active means inhibition above about 36%;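 further: 0% = enzyme with DMSO and 100% = wells lacking enzyme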
# LEDGF integ inh – blocks HIV-1 LEDGF/p75-dependent DNA integration. TR-FRET IN-LEDGF/p75 DNA integration, Eu/Cy5. 0.64% of 370,000 active. AID 743269. inhibition, % at 3.7 µM;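 active means inhibition above the screen-wide mean plus 3 SD, cut at about 13% in these data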;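 further: signal is the Cy5 over europium emission ratio at 671 and 618 nm; 0% = plate median of compound wells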
# * = called active by the depositor; x = not tested or not shown.
SMILES,TCR CD3 inh,UHRF1 MBD2 ctr,SIAE inh,ABHD4 inh,PRMT1 inh,TDP2 absorb,PG9 Ab binder,Tn7 DDE FP,HTRA1 inhibitor,LEDGF integ inh
O=C(NCc1ccc(Cl)cc1Cl)c1ccccn1,9,0,-1,-3,-4,-3,3.1,3,0,4
COc1cccc(OCCNc2cc(N3CCCCC3)ccc2[N+](=O)[O-])c1,-7,1,0,-3,0,-6,1.4,1,-38,1
O=C1c2ccccc2S(=O)(=O)N1CCOc1ccccc1,5,0,1,-2,-1,10,0.2,1,-7,-3
CCC1CCCCN1CCCNC(=O)C1CCC(CNS(=O)(=O)c2c(C)cc(C)cc2C)CC1 (centres undefined),3,-1,-1,5,-4,-5,-0.1,5,5,2
CCC(=N\NC(=O)COc1ccccc1OC)/C(CC)=N/NC(=O)COc1ccccc1OC,5,-2,3,0,2,2,-0.1,6,6,-4
COC(=O)CP(=O)(c1ccccc1)c1ccccc1,-4,3,2,5,3,1,0.1,-1,0,3
Cc1nc(SCC(=O)NC2CCCCC2C)nc(C)c1C (centres undefined),-1,-2,3,2,-3,3,-0.5,-4,4,-1
CCOc1ccc(C(C)NC(=O)c2cccs2)cc1OCC (centres undefined),-14,4,-2,-8,1,-21,-1.6,-2,x,2
CC(=O)NC1=NN(C(C)=O)C(C)(c2cccs2)S1 (centres undefined),5,4,-1,-3,-5,4,0.0,-2,1,-5
O=C(Cn1cnc2c(NC(=O)OCc3ccccc3)ncnc21)NCCN1CCOCC1,-2,-3,3,8,4,14,-0.2,-1,0,-1
CS(=O)(=O)c1cnc(-c2ccccc2)nc1-c1ccc(Cl)c(Cl)c1,8,-1,2,1,-1,-13,-1.4,5,-4,-1
Cc1ccc(C)n1NC(=O)c1ccccc1O,8,-1,6,8,-2,-6,-0.9,1,24,2
O=C(OCc1csc(Nc2ccccc2)n1)c1ccc(Cl)cc1,8,-2,-2,-1,1,11,-1.6,-1,-5,-4
CCc1ccccc1NC(=O)C1CCCN(c2nn3c(=O)cc(C)nc3s2)C1 (centres undefined),1,-3,3,-2,0,4,-1.8,1,8,1
OC(C#CCCN1CCCCC1)(c1ccccc1)C1CCCCC1 (centres undefined),3,-2,-1,3,1,-10,-1.8,3,5,-4
N#CC1(NC(=O)COC(=O)c2cc(=O)[nH]c3ccccc23)CCCCC1,1,-1,3,-9,-2,7,0.8,9,-7,-5
CC(=O)c1ccc(N2CCN(C(=O)CCc3ccccc3)CC2)cc1,0,-1,-5,-2,-2,16,1.9,1,3,0
CN1CCN(S(=O)(=O)c2cccc(S(=O)(=O)c3ccc(Cl)cc3)c2)CC1,-2,4,1,-3,-1,-3,-0.8,4,3,-4
O=C(Nc1cccc(Cl)c1)N1CCN2C(=O)c3ccccc3C12c1ccccc1 (centres undefined),2,-3,-8,-36,-2,0,-1.6,0,-97,9
CC1(C(=O)NCC2CC2)CCN1C(=O)C1(c2ccccc2)CC1 (centres undefined),3,0,1,-4,-5,3,0.5,4,x,6
CCN(CC)S(=O)(=O)c1cccc(-c2nnc(SCC(=O)NC3CCCCCC3)n2N)c1,4,-1,-5,-8,-4,-9,-2.4,1,-7,5
CC1CCc2c(sc3ncn(CC(=O)N4CCCCC4)c(=O)c23)C1 (centres undefined),6,0,7,-1,0,-11,-2.6,-1,0,3
CCCN(CCC)C(=S)NC(=O)c1ccc(-c2ccccc2)cc1,-3,0,3,5,0,-2,-1.1,-4,-11,26*
Cc1ccc(NC(=O)C2CC(=O)N(c3ccc4c(c3)OCCO4)C2)cc1S(=O)(=O)N(C)C (centres undefined),-5,3,-8,-6,4,-8,1.2,1,-5,-4
CCC(=C(c1ccccc1)c1ccc(OCCN(C)C)cc1)c1ccccc1,-6,5,2,6,2,-5,0.9,-1,x,-5
CCCOc1ccc2[nH]cc(C(=O)O)c(=O)c2c1,8,2,-1,0,3,3,-1.8,6,3,2
Cc1ccc(NC(=O)CCl)cc1S(=O)(=O)N1CCCCCC1,7,-1,0,1,-1,5,1.5,5,-2,-4
Cc1cc(Nc2ccc(N3CCC(C)CC3)cc2)n2ncnc2n1,-4,1,-2,6,2,0,-1.2,1,-2,0
N#C/C(C(=O)NCc1ccccc1)=C1/SC(Cc2ccc(Cl)cc2)C(=O)N1c1ccccc1 (centres undefined),-8,2,-6,-3,3,3,1.3,-2,-13,0
NC(=O)c1ccc(-n2nnnc2SCC(=O)Nc2ccc(F)cc2)cc1,4,2,-1,3,2,9,1.3,1,4,0
O=C(C[C@@H]1C/C=C/CC[C@@H](Cc2ccc(F)cc2)C(=O)O[C@H](c2ccccc2)CNC1=O)NCCO,-5,-1,5,-2,-4,5,0.9,-2,-2,0
Brc1ccc(OCCOc2cccc3cccnc23)cc1,-5,0,-1,-2,1,-2,2.8,-3,-6,-2
Cc1cc(C)nc(SCc2nnc(SCC(=O)N3CCCc4ccccc43)o2)n1,-3,9,-5,-13,4,-20,-0.9,3,1,-4
CCc1ccc(N(C(C)=O)c2nc(CCl)cs2)cc1,6,3,-1,5,5,-5,-1.2,0,3,-5
CCCN1C2CCCC1CC(NC(=O)NC13CC4CC(CC(C4)C1)C3)C2 (centres undefined),-4,-1,-2,3,-1,11,1.0,6,1,-3
CCNc1nc(Cl)nc(NCCOc2ccc(C)cc2)n1,9,-2,-2,2,0,13,-0.7,-7,-3,0
Cc1sc2nc[nH]c(=O)c2c1-c1ccc(Cl)cc1,2,0,-3,-1,0,9,-1.5,-4,-7,0
O/N=C1/CCc2nonc2/C1=N/O,-2,-2,-2,2,-2,-2,-1.7,-4,3,0
Cc1ccc(NC(=O)c2ccc(OC(=O)c3ccco3)cc2)cc1,-4,3,-5,5,1,5,0.7,1,9,1
CN(C)C(=O)c1nc2ccc(Cl)cn2c1CN1CCCC(OCc2ccccc2)C1 (centres undefined),5,-5,1,1,3,-7,-0.8,-7,0,2
CCOC(=O)CSc1nc2ccccc2c(=O)[nH]1,-1,-1,-7,-3,-4,0,0.5,-3,0,-1
COCc1cc(C)nc(OCC(=O)N/N=C/c2ccc(-c3cc([N+](=O)[O-])ccc3C)o2)c1C#N,4,12,5,0,-3,-7,0.6,3,-1,0
CC(=O)c1nc2ccccc2n1Cc1ccccc1,8,-2,-1,-2,-7,2,0.2,5,-9,23*
O=C(O)CCNC(=O)/C(=C\C=C\c1ccccc1)NC(=O)c1ccccc1,-6,-2,0,-6,3,-4,0.0,5,0,0
C/C(=N\NC(=O)c1cccc(O)c1)c1ccc(NC(=O)Cc2ccccc2)cc1,-6,-3,2,-3,-1,19,-3.0,-2,-1,2

# LEDGF integ inh: what is marked active above
SMILES | TCR CD3 inh | UHRF1 MBD2 ctr | SIAE inh | PRMT1 inh | TDP2 absorb | PG9 Ab binder | Tn7 DDE FP | HTRA1 inhibitor | LEDGF integ inh
CCCN(CCC)C(=S)NC(=O)c1ccc(-c2ccccc2)cc1 | -3 | 0 | 3 | 0 | -2 | -1.1 | -4 | -11 | 26*
CC(=O)c1nc2ccccc2n1Cc1ccccc1 | 8 | -2 | -1 | -7 | 2 | 0.2 | 5 | -9 | 23*

# The main list resumes; the two compounds before the break are reprinted first.
SMILES,TCR CD3 inh,UHRF1 MBD2 ctr,SIAE inh,ABHD4 inh,PRMT1 inh,TDP2 absorb,PG9 Ab binder,Tn7 DDE FP,HTRA1 inhibitor,LEDGF integ inh
O=C(O)CCNC(=O)/C(=C\C=C\c1ccccc1)NC(=O)c1ccccc1,-6,-2,0,-6,3,-4,0.0,5,0,0
C/C(=N\NC(=O)c1cccc(O)c1)c1ccc(NC(=O)Cc2ccccc2)cc1,-6,-3,2,-3,-1,19,-3.0,-2,-1,2
COC(=O)c1ccccc1NC(=O)CSc1nc(O)cc(=O)n1C1CCCC1,4,24*,6,-17,16,-3,-1.1,-10,-4,13
CCCCn1nnnc1C1(C)CCC(=O)N1Cc1ccc(C)cc1 (centres undefined),-1,6,3,3,3,-12,0.5,-1,x,-3
CCC(C)CN1C(=O)CN(S(C)(=O)=O)CC1(C)C(=O)NCc1ccccc1 (centres undefined),3,1,2,1,-1,10,-0.1,-1,x,0
Cc1ncsc1C(=O)N1CCCC(C(=O)c2ccc3ccccc3c2)C1 (centres undefined),-5,3,0,1,0,-5,-1.4,2,-5,-2
CCOc1nc(-c2ccccc2)c2cc(Br)ccc2n1,1,-3,12,0,-5,-10,1.4,0,10,7
COc1ccc(NC(=O)CN2C(=O)COc3ccc(S(=O)(=O)N4CCCCC4)cc32)c(OC)c1,12,-1,5,4,0,-1,-2.2,7,6,-3
Nn1c(-c2cccc([N+](=O)[O-])c2)nc2ccccc2c1=O,4,-2,14,-4,-5,13,-1.2,-2,3,-3
CCOC(=O)c1sc(=NC(=O)c2ccc(F)cc2)n(C)c1C,11,-2,1,1,-6,12,0.3,-4,1,1
O=C(NCc1ccncc1)C(=O)NC1CC1,-10,5,-11,-8,4,-5,1.0,1,-1,-3
COc1ccc(NC(=O)COc2ccc(C(=O)OCC(=O)N(C)C3CCS(=O)(=O)C3)cc2OC)cc1 (centres undefined),-8,7,-13,-9,9,-11,-2.6,-1,5,0
COC(=O)C[C@@H]1CC[C@H](NC(=O)c2ccc3c(c2)OCO3)[C@@H](CO)O1,4,0,-2,4,0,13,0.4,-5,x,-1
O=c1ccn([C@@H]2O[C@H](CNCc3c(OCc4ccccc4F)ccc4ccccc34)[C@@H](O)[C@H]2O)c(=O)[nH]1,0,-5,2,1,0,-2,-0.1,-5,x,3
N#C/C(=C\c1ccc(O)c(O)c1)C(=O)NCc1ccccc1,9,0,13,47*,10,-5,-3.2,2,59*,-7
COc1ccc(-c2cc(C(=O)NCc3ccc(C(F)(F)F)cc3)[nH]n2)c(C)c1,-9,0,-14,-33,-2,-9,1.0,-2,x,1
CCOc1cc(CN2CCC(N3CCC(C(=O)NC4CC4)CC3)CC2)ccc1O,1,-1,10,-1,-2,-2,-1.6,-4,4,-1
COc1ccc(NCC(=O)Nc2cccc(C(F)(F)F)c2)cc1S(=O)(=O)N1CCOCC1,4,-1,-10,0,-6,-6,-0.3,-2,-1,6
N#CCCCc1cc2cc(F)ccc2cn1,4,0,3,1,2,-4,0.4,-2,-1,2
COc1nc(NCCc2ccc(OC)c(OC)c2)nc(NC(C)(C)CO)n1,0,3,-2,3,-3,1,-1.2,-3,-2,-1
COc1ccc(CNCC(O)COc2cccc3c2OC(C)(C)C3)cc1 (centres undefined),6,2,2,-3,-5,1,-0.6,3,-3,0
CC(=O)Nc1ccc2nc(CN3CCN(CC=C(C)C)C(CCO)C3)ccc2c1 (centres undefined),4,-2,2,9,2,-11,-1.2,-6,9,1
Cc1nn(CC(=O)NC2CC2)c(C)c1S(=O)(=O)NC(C)(C)C,1,1,-5,8,-7,0,-1.2,-4,10,2
